Lipid storage S3: qHTS Assay for Lipid Storage Modulators in Drosophila S3 Cells; AID 2685; 320,000 compounds, 0.64% hits; Drosophila S3 cells, BODIPY lipid droplet fluorescence, 18-24 h; cells fed with added oleic acid; lipid storage change, negative = inhibition, % at the top dose, mostly 46.1 µM; hits show Potency in µM; active means well fitted inhibition curve with a large enough effect in the signal ratio, with a control signal flat, not every such curve was filed as active; inconclusive means small, poorly fitted or top-dose-only effect, or effect the other way, or a change in a side signal; the % refers to the signal ratio
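Laser-scanning cytometry quantifies lipid droplet accumulation (500–530 nm total intensity; droplet/cell object ratio) in oleic acid-fed (400 uM added) Drosophila S3 cells treated with a concentration series. 20 uM Triacsin C defined 100% inhibition.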
Lipid storage S3 cell count max: second read-out of Lipid storage S3, no call of its own (marks repeat the call); cell number change, %; measured here: cell count max response;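 cells counted by Cell Tracker Red CMTPX staining in the red channel; peak over a dose series mostly up to 46.1 µM; percent activity relative to internal control wells on each plate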
* hit, by the source's call; i = inactive; ? = inconclusive; . = not tested or not shown. On the % scale 0 is the no-effect control and ±100 the full control effect; potency means the concentration at half of the fitted maximal effect. The list is partial; the hit share may differ from the screen's.

Every second line gives: Lipid storage S3, Lipid storage S3 cell count max
[1] O=[N+]([O-])c1c(C(Cl)Cl)nn(-c2ccccc2)c1N1CCOCC1
  4%, 4
[2] O=C(CCNC(=O)c1ccc([N+](=O)[O-])cc1)Nc1nc2ccccc2[nH]1
  ?, .
[3] Cn1ncc(Br)c1C(=O)NC1CCCCC1
  ?, .
[4] CCOC(=O)CSc1nnc(CNc2ccc(Cl)cc2)n1-c1ccccc1
  13%, -6
[5] CCOC(=O)c1cnn(-c2ccccc2)c1NC(=O)CSc1nnc(-c2cccs2)n1CC
  ?, .
[6] COc1cccc(CNC(=O)CSc2ccc(-c3ccco3)nn2)c1
  -1%, -1
[7] CC(C)CC(NC(=O)c1ccc(Cl)cc1)C(=O)O (stereo unspecified)
  ?, .
[8] CC(C)(C)c1ccc(SCC(N)=O)cc1
  ?, .
[9] Cc1ccc(S(=O)(=O)NCCc2nc3ccccc3[nH]2)cc1
  ?, .
[10] CCCCN1C2CCCC1CC(NC(=O)c1ccc(OC)c(OC)c1)C2 (stereo unspecified)
  7%, -2
[11] CCOC(=O)c1cc2c(ccn2C)n1CC(=O)N1CCC(C)CC1
  -23%, -1
[12] NC(Cc1ccc(OC(F)F)cc1)C(=O)O (stereo unspecified)
  2%, 12
[13] N#Cc1c2ccc(OCC(=O)NCc3ccco3)cc2n2ccccc12
  4%, 3
[14] O=C(CN1CCN(S(=O)(=O)c2ccccc2F)CC1)NC1CCCC1
  2%, 0
[15] CCN(CC)CCN(Cc1cc2cc3c(cc2[nH]c1=O)OCCO3)C(=S)NCCCN(C)C
  ?, .

Entries by screen from above:
Compounds 5–11 in Lipid storage S3 read ?, -1%, ?, ?, ?, 7%, -23%

The list continues:
Every second line gives: Lipid storage S3, Lipid storage S3 cell count max
[16] C=CCNC(=S)NCC
  ?, .
[17] Cc1ccc(S(=O)(=O)NC2CC(C)(C)N(O)C(C)(C)C2)cc1
  19%, 6
[18] Cc1ccc(OCCC(=O)N2CCN(c3ccc(O)cc3)CC2)cc1
  -12%, -7
[19] O=[N+]([O-])c1ccc(/C=N/Nc2nc3ccccc3o2)cc1
  ?, .
[20] CCNC(=O)NC(=O)CSc1ccc(NC(C)=O)cc1
  -13%, 2
[21] CS(=O)(=O)c1sc2nc(-c3ccccc3)cc(-c3ccccc3)c2c1N
  ?, .
[22] CC(=O)N1CCC2(CC1)C(C#N)=C(N)Oc1n[nH]c(CSc3ccc(C)cc3)c12
  ?, .
[23] CCC(=O)N1CCc2cc(S(=O)(=O)CCC(=O)Nc3ccc(C)c(F)c3)ccc21
  3%, -1
[24] O=[N+]([O-])c1ccccc1OCCCNCc1ccccc1
  1%, .
[25] O=C1CC(c2cccs2)Sc2nc3ccccc3n21 (stereo unspecified)
  i, -7
[26] COc1ccc(N2CCN(c3nc4ccccc4nc3NS(=O)(=O)c3ccccc3)CC2)cc1
  ?, .
[27] O=C(Nc1nc2cc3c(cc2s1)OCCO3)c1cccs1
  0%, -12
[28] CN(CC1CCCO1)S(=O)(=O)c1ccc(C(=O)Nc2ccc(S(N)(=O)=O)cc2)cc1 (stereo unspecified)
  ?, .
[29] COc1ccc(OCc2cc(C(=O)N(C)CCC3CCOCC3)no2)c(Cl)c1
  ?, .
[30] COCCOC(=O)C1=C(C)NC(=S)NC1/C=C/c1ccccc1 (stereo unspecified)
  ?, .
[31] COc1ccc(C2=NN(c3ccc(C=O)cc3)C(c3ccccc3)C2)cc1 (stereo unspecified)
  ?, .
[32] CSc1nc(NC(C)=O)nc(C)c1Br
  10%, -5
[33] CC(=O)NCCc1nc2ccccc2n1CCOc1ccccc1C
  ?, .
[34] O=c1[nH]c(CSc2ccccc2)nc2c1oc1ccccc12
  9%, -2
[35] Cn1c(SCc2cccc(Br)c2)nnc1-c1ccccn1
  ?, .
[36] COC(=O)c1sc(=S)n(-c2ccccc2)c1N
  12µM*, .
[37] CCOC(=O)C1(C)NC(c2ccc(N(C)C)cc2)C2C(=O)N(CC)C(=O)C21 (stereo unspecified)
  -5%, 0
[38] Cc1cc(C)n2nc(CC(=O)NCc3ccc(F)cc3)nc2n1
  8%, 7
[39] Cc1ccc(S(=O)(=O)NCc2ccccc2C)cc1
  ?, .
[40] COc1ccc(/C=N/Nc2ncccc2[N+](=O)[O-])c(OC)c1
  3%, 14
[41] Cc1ccc(NC(=O)C2CCCN2C(=O)NCc2ccccc2)cc1 (stereo unspecified)
  -2%, -3
[42] COCc1[nH][nH]c(=O)c1/C=N/N1CCOCC1
  ?, .
[43] Cn1cc(C(=O)C(=O)N2CCN(c3ccccc3)CC2)c2ccccc21
  4%, 16
[44] CC(=O)N1c2ccc(S(=O)(=O)N3CCC(C(=O)Nc4cc(C)cc(C)c4)CC3)cc2CC1C (stereo unspecified)
  ?, .
[45] O=S(=O)(Nc1cccc(-c2cn3cccnc3n2)c1)c1ccccc1
  ?, .
[46] Cn1c(=O)cc(OCCCC(=O)Nc2ccccn2)c2ccccc21
  ?, .
[47] CCc1ccc(OCCNC(=O)OCc2ccccc2)cc1
  7%, -8
[48] Nc1ccccc1Oc1c(F)c(F)c(Oc2ccccc2N)c(F)c1F
  ?, .
[49] COCCn1c(SCC(=O)Nc2cccc(C)c2)nnc1C(C)C
  ?, .
[50] COc1ccc(C(=O)CSc2nnc(CNc3ccc(F)cc3)o2)cc1
  -1%, 13
[51] Cc1c(Cl)cccc1NC(=O)CSc1nncn1-c1cccnc1
  -11%, 9
[52] CCCCNC(=O)CNC(=S)N(Cc1ccccc1)Cc1cccs1
  5%, -12
[53] Cc1ccc(S(=O)(=O)N2CCCCC2C(=O)N2CCN(C)CC2)cc1 (stereo unspecified)
  ?, .
[54] COc1ccccc1CNC(=O)COC(=O)c1cccc(-n2cnnn2)c1
  ?, .
[55] CC(C)c1nc(NCCN2CCOCC2)c(C#N)c2c1COC(C)(C)C2
  11%, -11
[56] CCC(C)(C)n1nnnc1CN1CCN(c2ccc(OC)cc2)CC1
  5%, 6
[57] O=C(NC1CCCC1)C(c1ccsc1)N(C(=O)Cc1cccs1)c1ccccc1 (stereo unspecified)
  ?, .
[58] Cc1ccc(S(=O)(=O)Nc2ccc(-n3cnnn3)cc2)c(C)c1
  0.58µM*, -8.9*
[59] COc1ccc(-c2cc(-c3ccccc3)c(C#N)c(S(C)(=O)=O)n2)cc1
  ?, .
[60] O=C(c1cnc2ccccn2c1=O)N1CCc2ccccc21
  ?, .

Some of these compounds in order of the Lipid storage S3 value, rising.
Every second line gives: Lipid storage S3, Lipid storage S3 cell count max
[51] Cc1c(Cl)cccc1NC(=O)CSc1nncn1-c1cccnc1
  -11%, 9
[50] COc1ccc(C(=O)CSc2nnc(CNc3ccc(F)cc3)o2)cc1
  -1%, 13
[56] CCC(C)(C)n1nnnc1CN1CCN(c2ccc(OC)cc2)CC1
  5%, 6
[47] CCc1ccc(OCCNC(=O)OCc2ccccc2)cc1
  7%, -8
[55] CC(C)c1nc(NCCN2CCOCC2)c(C#N)c2c1COC(C)(C)C2
  11%, -11

The results go on:
Every second line gives: Lipid storage S3, Lipid storage S3 cell count max
[61] COc1cc(C)c(CNC2CCCCC2)cc1C
  -2%, -4
[62] O=C(O)CSc1nc2ccccc2n1C1CCCCC1
  21%, 2
[63] CCOC(=O)c1ccc(N2CCCCC2)c(NS(=O)(=O)c2cccc(C(F)(F)F)c2)c1
  ?, .
[64] CCN(c1cccc(C)c1)S(=O)(=O)c1ccc2c(c1)CCN2C(C)=O
  14%, 0
[65] CC(Oc1ccc2ccc(=O)oc2c1)C(=O)c1ccccc1 (stereo unspecified)
  i, 18
[66] Cc1cc(C)nc(Sc2ccc(C=O)cc2[N+](=O)[O-])n1
  ?, .
[67] Cc1ccc([N+](=O)[O-])c(OCCCN2C(=O)NC(C)(C)C2=O)c1
  0%, -2
[68] O=C(c1cccc(Cl)c1)N1CCN(c2ncnc3c2cnn3-c2ccccc2)CC1
  ?, .
[69] CCOC(=O)C1(Cc2cccc(OC)c2)CCCN(C(=O)CNC(C)=O)C1 (stereo unspecified)
  5%, 6
[70] O=C1c2ccccc2NC(c2ccc(O)cc2)N1c1ccccc1 (stereo unspecified)
  ?, .
[71] CS(=O)(=O)C1=NSC2=NC(=O)/C(=C\c3ccc(-c4ccccc4)o3)C(=N)N21
  ?, .
[72] Cc1ccc2c(c1)NC(=O)c1cccnc1N2
  7%, -10
[73] Cc1ccc(C(=O)O/N=C/c2c(N3CCOCC3)n(C)c3ccccc23)cc1
  ?, .
[74] COC(=O)c1cc(NC(=O)c2cccc(Cl)c2)c(=O)oc1/C=C/Nc1cc(C)cc(C)c1
  ?, .
[75] COc1ccc(C2=CC(=O)CC(c3ccccc3)C2)cc1 (stereo unspecified)
  13%, -3
[76] Cc1ccc(-c2nnn(CC(=O)N(Cc3ccccc3)C(C(=O)NC(C)(C)C)c3ccncc3)n2)o1 (stereo unspecified)
  i, -11
[77] Cc1csc(NC(=O)c2ccc(OCC3CCCO3)cc2)n1 (stereo unspecified)
  ?, .
[78] COc1ccc(NC(=O)CN(C)C(=O)c2ccccc2OCC(=O)Nc2cccc(C(F)(F)F)c2)cc1
  ?, .
[79] O=C(NCC(=O)N(c1cccc(F)c1)C(C(=O)NCC1CCCO1)c1ccccc1)c1ccco1 (stereo unspecified)
  ?, .
[80] C/C(=N\NC(=O)c1c([N+](=O)[O-])c(C)nn1C)c1ccc(NC(=O)C2CCCC2)cc1
  -5%, 5
[81] O=C1c2ccccc2C(=O)c2c1oc(C(F)(F)F)c2C(=O)c1ccccc1
  ?, .
[82] O=C(CSc1nnc(NC(=O)C2CCC2)s1)Nc1ccccc1
  ?, .
[83] O=C(NC(=S)Nc1ccc(Cl)cn1)c1cccs1
  -14%, -15
[84] Clc1ccc(CSc2nnc(-c3cccnc3)n2Cc2ccco2)c(Cl)c1
  ?, .
[85] CCC(=Nc1ccccc1)C1=C(O)CCCC1=O
  ?, .
[86] CN(c1ccccc1)S(=O)(=O)c1cccc(NC(=O)CC(C)(C)C)c1
  ?, .
[87] CC(=O)c1sc2nc(SCC(=O)N3CCCCC3)[nH]c(=O)c2c1C
  ?, .
[88] CCn1c(SC(C)C(=O)O)nnc1-c1cccnc1 (stereo unspecified)
  ?, .
[89] O=C(NCC(=O)N(c1ccccc1)C(C(=O)NCC1CCCO1)c1ccccc1)c1ccco1 (stereo unspecified)
  ?, .
[90] Cc1nonc1CN(C)C(=O)CC1C(=O)NCCN1Cc1ccc(F)c(F)c1 (stereo unspecified)
  ?, .

Five structures out of the list, sorted by length of the SMILES, low to high:
Every second line gives: Lipid storage S3, Lipid storage S3 cell count max
[82] O=C(CSc1nnc(NC(=O)C2CCC2)s1)Nc1ccccc1
  ?, .
[6] COc1cccc(CNC(=O)CSc2ccc(-c3ccco3)nn2)c1
  -1%, -1
[19] O=[N+]([O-])c1ccc(/C=N/Nc2nc3ccccc3o2)cc1
  ?, .
[87] CC(=O)c1sc2nc(SCC(=O)N3CCCCC3)[nH]c(=O)c2c1C
  ?, .
[23] CCC(=O)N1CCc2cc(S(=O)(=O)CCC(=O)Nc3ccc(C)c(F)c3)ccc21
  3%, -1

(continued)
Every second line gives: Lipid storage S3, Lipid storage S3 cell count max
[91] COc1cc(C2C(C#N)=C(N)Oc3cc(C)oc(=O)c32)ccc1OC(=O)N1CCOCC1 (stereo unspecified)
  ?, .
[92] CCN1CCN(CC(=O)N2c3ccccc3Sc3ccccc32)CC1
  -1%, 8
[93] Cc1cc(C)n2nc(CCCCc3nc4nc(C)cc(C)n4n3)nc2n1
  10%, -8
[94] CC(NC(=O)CN(C)S(=O)(=O)c1cnc[nH]1)c1ccccc1 (stereo unspecified)
  0%, 8
[95] Cc1ccc(CCNC(=O)CC(C)CC2=NS(=O)(=O)c3ccccc3N2)cc1 (stereo unspecified)
  ?, .
[96] COc1ccc(CC(=O)NCc2cccs2)cc1OC
  -2%, -4
[97] CN(C)CCCN(C(=O)/C=C/c1cccs1)c1nc2c(F)cccc2s1
  ?, .
[98] CCNC(=O)c1oc2c(c1C)C(=O)CC(C)(C)C2
  ?, .
[99] Cn1c(C(=O)NCCc2c[nH]c3ccccc23)cc2sccc21
  ?, .
[100] N/C(=N\O)c1ccc([N+](=O)[O-])s1
  ?, .
[101] O=C(c1cnc2n(c1=O)CCS2)N(C1CCCCC1)C1CCCCC1
  11%, 6
[102] CCN(CC)CCN1C(=O)c2ccccc2NC1c1ccc(F)cc1 (stereo unspecified)
  ?, .
[103] Cc1ccc(NC(=O)Cc2cccs2)cc1Cl
  ?, .
[104] CC(=O)N1CCC2(CC1)C/C(=N\NC(=S)Nc1ccccc1F)c1cc(O)ccc1O2
  16%, 26
[105] CC(C)C(NC(=O)c1ccccc1)C(=O)NC1=NCCS1 (stereo unspecified)
  -5%, -4
[106] CCOC(=O)C1=C(C)N(C)C(=O)NC1c1cccc(O)c1 (stereo unspecified)
  i, .
[107] CC(C)NC(=O)/C(C#N)=C\c1ccc(N(C)C)c(Br)c1
  ?, .
[108] CN(C(=O)COC(=O)C(Cc1ccccc1)NC(=O)c1ccccc1)c1ccccc1 (stereo unspecified)
  1%, 1
[109] Cc1cc(=O)[nH]c(SCC(=O)Nc2ccc(Br)cc2)n1
  ?, .
[110] CCOC(=O)c1sc(NC(=O)CCN2CCC(C)CC2)c(C(=O)OCC)c1C
  ?, .
[111] Cc1ccc[n+](CC(=O)Nc2cc(C(F)(F)F)ccc2N2CCOCC2)c1
  ?, .
[112] CCOC(=O)C1CCN(c2ncnc3c2oc2ccc(Br)cc23)CC1
  i, 5
[113] Cc1cc(=O)oc2c(CN3CC(C)OC(C)C3)c(O)c(Cl)cc12 (stereo unspecified)
  ?, .
[114] COCCNc1nc2c(c(=O)n(C)c(=O)n2C)n1Cc1cccc(C)c1
  ?, .

Compound activity deposited in PubChem BioAssay by National Center for Advancing Translational Sciences (NCATS).
